thrombin 1536: thrombin (human) inhibition. inhibition, % at 5 µM. alpha-thrombin, Boc-VPR-AMC fluorogenic substrate cleavage. AID 1046. 0.26% of 220,000 active. P00734;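 active = inhibition at or above 40%; inactive = inhibition below 40%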;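 also: 0% = enzyme with no compound and 100% = wells without enzyme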
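Material: human alpha-thrombin protein; Also added: Boc-VPR-AMC substrate, 15 µM final; Timing: enzyme reaction carried out at room temperature; Signal: fluorescence, ex 355 nm, em 460 nm; Measure: % inhibition of thrombin; Controls: enzyme without compound as high, wells lacking enzyme as low.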
Wee1 stabilizer: inhibitors of human Wee1 degradation; 1.2% of 220,000 active; AID 1321; reporter increase, % at 5 µM; HeLa Luc-Wee1K328M stability, luciferase luminescence; 100% = proteasome inhibitor MG132 effect; P30291;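 active = activation above the mean of all tested compounds plus 3 SD, set per screening run, cut at about 8.8% in these data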;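 also: cells exposed to compound for 20 h before luminescence read; 0% = DMSO alone and 100% = MG132 at 30 µM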
FXIa inh 1536: blocks human coagulation factor XIa protease activity. P03951. purified FXIa, Boc-Glu-Ala-Arg-AMC fluorogenic substrate. inhibition, % at 5 µM. 0.14% of 220,000 active;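 active = inhibition of at least 40%; inactive = inhibition below 40%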;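 also: fluorescence of freed AMC excited at 355 nm; 0% = enzyme without compound and 100% = no enzyme blank; many of its hits are not listed in these tables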
FXIIa inh: factor XIIa (human) inhibition; P00748; purified FXIIa, Boc-QGR-AMC fluorogenic substrate, 2 h; 0.3% of 220,000 active; inhibition, % at 5 µM; in the data active = inhibition above about 40%;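 also: 0% = enzyme with no compound and 100% = blank without enzyme; many of its hits are not listed in these tables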
KLK5 inh: inhibitors of human kallikrein 5; recombinant hK5, fluorogenic AMC substrate cleavage; inhibition, % at 5 µM; 0.59% of 210,000 active;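 active = inhibition of 40% or more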;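 also: 0% = enzyme controls without compound and 100% = no-enzyme blanks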
Target sequence (Q9Y337 67-293 limits assumed): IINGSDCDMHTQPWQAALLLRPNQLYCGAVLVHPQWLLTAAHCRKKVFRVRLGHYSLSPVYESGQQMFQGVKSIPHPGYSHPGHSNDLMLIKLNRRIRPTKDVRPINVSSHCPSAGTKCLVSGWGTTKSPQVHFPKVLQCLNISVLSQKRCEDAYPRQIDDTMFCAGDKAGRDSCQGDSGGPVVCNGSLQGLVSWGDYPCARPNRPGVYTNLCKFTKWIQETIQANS
Furin inh: inhibitors of human furin; purified furin, fluorogenic substrate cleavage; inhibition, % at 30 µM; 0.061% of 220,000 active; in the data active = inhibition above about 25%; also: inactives centre near -15
PERK inhibitor: inhibitors of human PERK kinase; Q9NZJ5; CHO PERK-DD fusion, SEAP luminescence translation reporter; inhibition, % at 5.6 µM; 0.17% of 220,000 active; AID 1416;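 active = inhibition above the mean inhibition of all tested compounds plus 3 SD, set separately per screening campaign, cut at about 2.9% in these data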;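 also: PERK kinase domain activated by AP20187 dimerizer at 100 nM; 0% = DMSO with dimerizer and 100% = rapamycin at 8.4 µM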
KCC2 mod: modulates chloride dependent transport by human KCC2; 2.2% of 190,000 active; B-score of Tl+ flux slope (higher = more flux/activation; lower = inhibition) at 10 µM; Q9H2X9; AID 1456; KCC2 cells, thallium flux FluoZin-2 fluorescence;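 active = thallium flux slope and its plate-corrected score both differing from the plate sample mean at a set confidence after two filtering rounds, in either direction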;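 also: slope of fluorescence scaled to starting intensity during 10 to 20 s after thallium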
p97 ATPase inh: inhibitors of human p97 ATPase; inhibition, % at 8 µM; recombinant p97 ATPase, Kinase-Glo ATP luminescence, 3 h; 0.42% of 220,000 active; P55072; in the data active = inhibition above about 15%;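 also: 0% = DMSO vehicle and 100% = wells lacking enzyme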
Target sequence (P55072 whole entry, looked up): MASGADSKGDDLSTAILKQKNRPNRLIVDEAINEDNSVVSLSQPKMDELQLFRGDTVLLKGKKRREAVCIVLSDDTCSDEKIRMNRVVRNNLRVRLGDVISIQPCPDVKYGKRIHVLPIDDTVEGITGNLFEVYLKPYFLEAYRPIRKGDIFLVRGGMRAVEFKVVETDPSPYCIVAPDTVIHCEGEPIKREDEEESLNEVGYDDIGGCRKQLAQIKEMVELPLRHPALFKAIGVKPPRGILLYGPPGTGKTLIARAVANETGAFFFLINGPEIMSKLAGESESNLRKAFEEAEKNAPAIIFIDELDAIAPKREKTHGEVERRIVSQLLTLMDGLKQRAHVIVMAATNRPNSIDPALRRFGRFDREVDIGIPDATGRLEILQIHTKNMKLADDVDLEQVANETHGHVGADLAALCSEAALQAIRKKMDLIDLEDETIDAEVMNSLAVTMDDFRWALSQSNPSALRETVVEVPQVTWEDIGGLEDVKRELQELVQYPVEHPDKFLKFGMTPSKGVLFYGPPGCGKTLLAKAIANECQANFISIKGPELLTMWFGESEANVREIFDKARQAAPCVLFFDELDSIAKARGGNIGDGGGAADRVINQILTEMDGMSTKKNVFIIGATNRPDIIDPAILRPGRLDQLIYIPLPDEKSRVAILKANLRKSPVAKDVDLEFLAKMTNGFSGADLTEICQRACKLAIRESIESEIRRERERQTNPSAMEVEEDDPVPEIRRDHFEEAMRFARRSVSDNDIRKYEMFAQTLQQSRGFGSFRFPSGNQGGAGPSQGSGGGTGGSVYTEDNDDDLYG
An asterisk follows results filed as active; . = no result given; [ ] = remark or other dose.

SMILES | thrombin 1536 | Wee1 stabilizer | FXIa inh 1536 | FXIIa inh | KLK5 inh | Furin inh | PERK inhibitor | KCC2 mod | p97 ATPase inh
CC(=O)N1CCN(c2ccc([N+](=O)[O-])c(NCC3CCCO3)c2)CC1 (centres undefined) | -6 | 2 | -5 | 2 | 4 | -3 | -0.1 | -0.51 | 1
CCCOC(=O)NC1CCS(=O)(=O)C1 (centres undefined) | -4 | 5 | -8 | -1 | 8 | -17[20 µM] | -0.7 | 0.68 | 1
C=CCN(C)CCCNC(=O)/C=N/O | 1 | -3 | 6 | 2 | -1 | -19 | 1.2 | 0.74 | 3
CC(C)C1Nc2ccc(C(=O)O)cc2C2C=CCC21 (centres undefined) | 1 | -3 | -7 | 12 | -4 | -20 | 0.2 | 2.4 | 5
Cc1nn(-c2ccccc2)cc1/C=N/O | -12 | 0 | -12 | 2 | -5 | -33 | 1.4 | . | 3
COc1ccccc1C(=O)NNC(=O)c1ccc(NC(=O)c2ccccc2)cc1 | -9 | 4 | -4 | 2 | -5 | -10 | 0.3 | -0.19 | 6
Cn1c(CCNC(=O)c2ccccc2F)nnc1SCC(=O)Nc1ccccc1F | 3 | -1 | -3 | 0 | -18 | -27 | 0.3 | 0.54 | 2
CC(C)(C)c1ccc(OCc2cnc(Cl)s2)cc1 | -3 | 3 | -3 | 6 | -18 | -15 | 0.0 | 0.88 | 0
CCOc1ccc2c(c1)C(c1ccccc1)=NNC(c1ccccc1)=N2 | 2 | 0 | 4 | 14 | -2 | -11[20 µM] | -0.1 | 0.007 | 2
COCCN(C(=O)CN1CCCc2ccccc21)c1c(N)n(Cc2ccccc2)c(=O)[nH]c1=O | -3 | -3 | 3 | 16 | -24 | -6 | 1.1 | 1 | 1
COc1ccc(OC)c(-c2cc(C(=O)NCCCn3ccnc3)no2)c1 | 1 | -1 | 16 | 26 | -3 | -7 | -1.8 | . | 0
CC(=O)c1cnn(-c2ccccc2)c1C | -9 | -3 | -4 | 2 | -1 | -25 | 0.7 | -0.26 | 3
Cc1nn(Cc2cccc(F)c2)c(C)c1NC(=O)c1ccc(COc2ccccc2Cl)cc1 | -3 | 0 | 6 | 12 | -11 | -13[20 µM] | 0.2 | -1.6 | -1
CCCCn1nc(C(=O)Oc2ccc3c(C)cc(=O)oc3c2)c2ccccc2c1=O | -5 | 1 | 2 | 0 | -223 | -70 | 1.7 | 0.9 | 3
COc1ccccc1N1CCN(C(=O)C2c3ccccc3Oc3ccccc32)CC1 | 4 | 5 | 2 | 7 | -4 | -7 | -0.7 | . | -2
O=C(COC(=O)c1ccccc1F)c1ccc(-n2nncc2-c2ccco2)cc1 | -2 | 1 | -1 | 10 | 2 | -4 | -1.6 | 0.45 | -10
COc1ccc(CSCC(=O)NCCC(C)C)cc1 | -7 | -2 | -3 | 5 | 10 | -23 | -0.2 | -0.64 | -1
CCOCCc1c(O)nc(SCCOc2ccc(C)c(C)c2)[nH]c1=O | -8 | -3 | -4 | 4 | -4 | -26 | 0.5 | 0.36 | 6
CCOC(=O)c1cnn(-c2cc(Oc3ccccc3)ncn2)c1N | -1 | -2 | -14 | 7 | 22 | -12[20 µM] | -0.4 | . | 3
CCOC(=O)c1c(N)sc(N)c1C(=O)OCC | 5 | -1 | 6 | 12 | -4 | -10 | 0.8 | -0.79 | 4
CS(=O)(=O)N1CCc2cc(C(=O)N3CCCC3)ccc21 | -14 | 0 | -1 | -1 | -5 | -28 | 0.1 | 0.27 | 7
O=C(NCc1ccco1)C1CCN(c2ccc(N3CCOCC3)nn2)CC1 | -6 | 2 | 0 | 7 | -6 | -8 | 1.7 | -0.027 | 5
Cc1ccc(C2(c3noc(CN4CCOCC4)n3)CCCC2)cc1 | -2 | -2 | -2 | 6 | . | -31 | 1.5 | . | 1
COC(=O)c1ccc(C(=O)OC)c(NC(=O)C(C)C)c1 | -13 | -1 | -3 | 2 | -1 | -19 | 1.4 | -0.21 | 4
CCOC(=O)c1c(NC(=O)CN(C)C)sc(C(=O)N(CC)CC)c1C | 5 | -1 | 6 | 21 | -1 | -29[20 µM] | -1.1 | -0.39 | -6

Six of these compounds in a different format.
mol,thrombin 1536,Wee1 stabilizer,FXIa inh 1536,FXIIa inh,KLK5 inh,Furin inh,PERK inhibitor,KCC2 mod,p97 ATPase inh
O=C(NCc1ccco1)C1CCN(c2ccc(N3CCOCC3)nn2)CC1,-6,2,0,7,-6,-8,1.7,-0.027,5
COc1ccc(CSCC(=O)NCCC(C)C)cc1,-7,-2,-3,5,10,-23,-0.2,-0.64,-1
CCOCCc1c(O)nc(SCCOc2ccc(C)c(C)c2)[nH]c1=O,-8,-3,-4,4,-4,-26,0.5,0.36,6
CC(C)(C)c1ccc(OCc2cnc(Cl)s2)cc1,-3,3,-3,6,-18,-15,0.0,0.88,0
CCOc1ccc2c(c1)C(c1ccccc1)=NNC(c1ccccc1)=N2,2,0,4,14,-2,-11[20 µM],-0.1,0.007,2
COCCN(C(=O)CN1CCCc2ccccc21)c1c(N)n(Cc2ccccc2)c(=O)[nH]c1=O,-3,-3,3,16,-24,-6,1.1,1,1

An excerpt from above, showing only p97 ATPase inh, KLK5 inh and PERK inhibitor.
| canonical_smiles | p97 ATPase inh | KLK5 inh | PERK inhibitor |
| --- | --- | --- | --- |
| CCCOC(=O)NC1CCS(=O)(=O)C1 (centres undefined) | 1 | 8 | -0.7 |
| CC(=O)c1cnn(-c2ccccc2)c1C | 3 | -1 | 0.7 |

Carrying on.
SMILES | thrombin 1536 | Wee1 stabilizer | FXIa inh 1536 | FXIIa inh | KLK5 inh | Furin inh | PERK inhibitor | KCC2 mod | p97 ATPase inh
CCOc1ccc(S(=O)(=O)Nc2nc3ccccc3nc2-n2ccc(=NC(=O)c3ccccc3C)cc2)cc1 | -3 | -2 | 4 | 6 | 2 | -13 | -0.2 | 1.2 | 14
Cc1cc(=O)oc(C)c1C(=O)NC1CC(C)(C)NC(C)(C)C1 | 1 | -1 | -5 | 10 | 4 | -25[20 µM] | 0.8 | -0.52 | 1
CS(=O)(=O)c1sc(C(=O)NC(=O)Nc2cccc(C(F)(F)F)c2)c2c1C=CCC2 | 0 | 7 | 3 | 10 | 3 | -26 | 0.3 | -0.21 | 0
COC(=O)C(O)(NC(=O)NC(C)=O)C(F)(F)F (centres undefined) | 2 | 0 | 7 | 20 | 2 | -27 | 1.3 | 0.66 | 3
O=C(CCN1C(=O)C2C3C=CC(C3)C2C1=O)N1CCN(c2ccccc2F)CC1 (centres undefined) | -8 | -2 | -5 | 0 | 8 | -27 | 0.2 | 0.36 | 0
O=C(CCSc1ccccn1)Nc1ccc(Br)cc1 | 0 | 1 | 7 | 15 | -16 | -6 | 0.2 | -0.016 | 2
CCOC(=O)C1CCCCN1Cc1cn(C)nc1-c1ccccc1F (centres undefined) | 4 | 8 | 4 | 17 | 5 | -18 | -0.8 | 0.0075 | 1
CCOC(=O)CN(C(=O)CNC(=O)c1ccco1)C(C(=O)NC1CCCC1)c1ccccc1OCC (centres undefined) | -1 | -2 | 2 | 7 | 3 | -19 | 0.2 | 1.2 | 2
COCCn1c(COc2cccc(OC)c2)nnc1SCC(=O)N1CCOCC1 | -1 | 0 | -6 | -1 | 5 | -20 | 0.0 | . | 6
COC(=O)C1C(C(C)C)N(c2ccccc2)OC1(C)O (centres undefined) | -3 | 3 | 1 | 4 | 2 | -21 | 1.2 | -0.59 | 5
O=C(CN1C(=O)c2ccccc2C1=O)Nc1ccccc1C(=O)NC1CCCCCC1 | 3 | -1 | 5 | 12 | -11 | -13[20 µM] | -1.0 | 0.12 | -8
Cc1ccc(CNC(=O)c2ccc(Cn3nc(C)c(Cl)c3C)o2)cc1 | -8 | 2 | -6 | 3 | -7 | -5 | -1.3 | . | -7
Cc1ccc(C(=O)NC(=S)Nc2cc(-c3nc4ccccc4s3)ccc2C)cc1 | -3 | -2 | -1 | -10 | 1 | -32 | 0.9 | 0.34 | 0
Cn1c(C(=O)OCC(=O)NCc2ccco2)cc2sccc21 | 2 | 1 | 5 | 13 | 7 | -8 | 1.7 | -1.6 | 7
CCC(CC)C(=O)c1c[nH]c(C(=O)N2CCN(c3ccc(OC)cc3)CC2)c1 | -8 | 4 | -2 | 4 | 1 | -21 | 1.8 | 0.72 | 2
C/C(=N\NC(=O)c1cc(Br)ccc1O)c1cccs1 | -21 | 1 | -8 | 3 | -2 | -19 | 0.8 | 15* | 3
O=C(COC(=O)c1c2c(nc3ccccc13)/C(=C\c1cccs1)CCC2)Nc1ccccc1Cl | 1 | -3 | 4 | 3 | -4 | -1 | 0.0 | 1.4 | -5
O=C(NCCc1nc2ccccc2[nH]1)c1ccc([N+](=O)[O-])cc1 | -5 | 1 | 1 | 5 | -2 | -13 | -0.7 | . | 5
S=c1[nH]nc(Cc2noc3ccccc23)n1-c1ccccc1 | 1 | 4 | 0 | 11 | . | -29 | 1.0 | 0.017 | 4
COc1ccc2c(Cl)c(C(=O)NCCCn3ccnc3)sc2c1 | 2 | -1 | 5 | 17 | -27 | -17[20 µM] | -0.4 | 0.016 | 2
Cc1cccc(OCC(=O)Nc2ncn[nH]2)c1C | -1 | -3 | 0 | 6 | 6 | -16 | 1.4 | -0.014 | 7
O=C(CSc1n[nH]c(=O)[nH]c1=O)Nc1ccc2c(c1)C(=O)c1ccccc1C2=O | -3 | 2 | 1 | 2 | 0 | -6 | 0.6 | 0.53 | 10
O=C(O)c1cccc(NC(=S)NC(=O)c2ccncc2)c1 | -1 | -1 | 2 | 11 | 5 | -8 | 0.2 | -0.019 | -1
Cc1c(Cl)cccc1NC(=S)NN1CCOCC1 | -2 | -1 | 3 | 15 | 11 | -17[20 µM] | 1.2 | . | 3
Cn1c2ccccc2c2nnc(SCc3nnc(-c4ccccc4)o3)nc21 | 3 | 0 | 0 | 4 | 2 | -15 | 1.0 | . | 5
(continued)
SMILES | thrombin 1536 | Wee1 stabilizer | FXIa inh 1536 | FXIIa inh | KLK5 inh | Furin inh | PERK inhibitor | KCC2 mod | p97 ATPase inh
Cn1c(=O)oc2cc(S(=O)(=O)NCCC(=O)NCCc3ccccc3)ccc21 | 0 | 2 | 2 | 15 | 5 | -7 | 0.1 | 0.15 | 2
Cc1cc(F)ccc1S(=O)(=O)Nc1ccccc1C(=O)Nc1ccccc1-c1nc2ccccc2[nH]1 | -6 | -1 | 4 | 5 | -34 | -34 | -0.1 | -0.0039 | 0
Nc1nnc(CC(=O)Nc2ccccc2)s1 | -1 | 6 | -2 | 4 | -2 | -7 | 3.0* | -0.56 | 7
COc1cc2c(cc1NC(=O)c1cc(-c3ccncc3)nc3ccc(C)cc13)oc1ccccc12 | -2 | 0 | 7 | 11 | -1 | -26 | 0.8 | . | 8
COc1cccc(/C=C2\N=C(C3CCCCC3)OC2=O)c1OC | 2 | -4 | 5 | 14 | . | -8 | 0.7 | -0.48 | 4
Cc1ccc(C)c(NC(=S)NNC(=O)c2ccco2)c1 | 3 | 1 | 2 | 10 | -38 | -16[20 µM] | 0.3 | -0.077 | -1
CCOc1ccc(NC(=O)c2c3c(nc4ccccc24)CCC3)cc1 | -6 | 1 | -1 | 6 | -1 | -19 | 0.7 | -0.14 | 5
Cc1ccc(C)c(OCC(=O)Nc2ccc(S(=O)(=O)Nc3ccccn3)cc2)c1C | -13 | -4 | -7 | 4 | -6 | -13 | 0.2 | 0.02 | 2

As entered above.
FXIIa inh, `CCOc1ccc(NC(=O)c2c3c(nc4ccccc24)CCC3)cc1` : 6
PERK inhibitor, `Cc1cc(F)ccc1S(=O)(=O)Nc1ccccc1C(=O)Nc1ccccc1-c1nc2ccccc2[nH]1` : -0.1
